SIAH1 antagonists: Siah-1 peptide-binding antagonists, primary screen, biochemical, fluorescence polarization, rhodamine-plectin, uHTS (AID 1817). E3 ubiquitin-protein ligase SIAH1 (Homo sapiens). Siah-1 / rhodamine-plectin peptide fluorescence polarization; higher % means a stronger effect. displacement, % at 20 µM, or IC50 in µM where a hit was titrated. 290,000 tested, 0.02% active;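 active = displacement of at least 50% at 20 µM, with a fluorescence ratio check between 0.3 and a set limit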;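 note: plate controls were Siah plus tracer with DMSO for no effect and tracer alone without Siah for full effect; strong numbers were not always called active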
HIV peptide binding: inhibitors of HIV fusion peptide binding, primary screen, biochemical, uHTS, fluorescence dequenching (AID 1986) | cell-free peptide binding, fluorescence dequenching, 30 min; higher % means a stronger effect | inhibition, % at 20 µM, or IC50 in µM where a hit was titrated | 290,000 tested, 0.3% active; in the data active = inhibition mostly above about 52%, no sharp cut-off; inactive = mostly below about 76%; note: some results filed as inactive read as strong as hits
HEK293 NOD2/NF-kB: NOD2 signaling inhibitors, cell-based, luminescence, uHTS, HEK293 (AID 1566). HEK293 NOD2/NF-kB luciferase reporter, luminescence; higher % means a stronger effect. 290,000 tested, 0.63% active. inhibition, % at 4 µM; hits with a dose series show EC50 in µM; note: many of its hits are not listed in these tables
Myeloid diff 2: induction of myeloid progenitor differentiation, primary screen, cell-based, flow cytometry, MLPCN library; AID 624256, 2012; 360,000 tested, 1% active; calls only at 10 µM; ER-HoxA9 myeloid progenitors, lysozyme-GFP differentiation;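 active = normalized GFP-positive differentiation at or above the plate's own cutoff, the solvent-only control mean plus 3 SD; inconclusive = no clear call, values can overlap the other calls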;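 note: cells exposed to compound for four days before flow analysis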
KOR beta-arrestin-1: KOR antagonists, beta-arrestin recruitment, cell-based, luminescence, uHTS (AID 1778) | KOR beta-arrestin recruitment, luminescence, antagonist mode; higher % means a stronger effect | 290,000 tested, 0.091% active | inhibition, % at 10 µM, or IC50 in µM where a hit was titrated; note: strong numbers were not always called active
KOR beta-arrestin-2: KOR agonists, beta-arrestin recruitment, primary screen, cell-based, luminescence, uHTS (AID 1777) | Kappa-type opioid receptor (Homo sapiens) | KOR beta-arrestin recruitment, luminescence; higher % means a stronger effect | 280,000 tested, 0.02% active | one-dose activation, % at 10 µM; EC50 in µM for titrated hits; in the data active = activation above about 50%, passing the limit was not always enough; note: a part of the inactive calls stands beside numbers as strong as those of hits
NOD1 NF-kB reporter: NOD1 signaling inhibitors, primary screen, cell-based, luminescence, uHTS (AID 1578); 290,000 tested, 1% active; NOD1-driven NF-kB luciferase reporter cells, luminescence; higher % means a stronger effect; inhibition, % at 4 µM; hits with a dose series show EC50 in µM; in the data active = inhibition mostly above about 36%, no sharp cut-off; inactive = mostly below about 34%;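 note: HEK-293T reporter cells stimulated with the NOD1 agonist gamma-tri-DAP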
Salmonella PhoP GFP: inhibitors of PhoP regulon expression, primary screen, Salmonella Typhimurium, GFP reporter (AID 1863); S. Typhimurium PhoP-regulated promoter GFP reporter, 4 h; higher % means a stronger effect; one-dose inhibition, % at 50 µM; IC50 in µM for titrated hits; 300,000 tested, 0.16% active;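 active = inhibition over 29.93%, a cutoff 3 SD above the screen mean, later confirmed by dose response; inconclusive = inhibition over 29.93% but no dose response follow-up; inactive = inhibition at most 29.93% or unconfirmed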;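 note: 0% = low Mg2+ inducing control and 100% = high Mg2+ repressing control; strong numbers were not always called active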
LYP phosphatase: inhibitors of LYP phosphatase, biochemical, fluorescence intensity, uHTS (AID 1779); recombinant LYP phosphatase, fluorescence intensity; higher % means a stronger effect; one-dose inhibition, % at 11.5 µM; IC50 in µM for titrated hits; 290,000 tested, 0.054% active;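 note: plate controls were vehicle with enzyme for no effect and no enzyme for full effect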
Myeloid diff 2 GFP+ MAC1+ %: recorded beside Myeloid diff 2, whose call it bears; GFP+ MAC1+ double positive, %; measured here: differentiation confirmed by MAC1 staining
* = called active by the depositor; i = inactive; u = inconclusive; x = not tested or not shown; [ ] = another dose, or the depositor's remark. Cut-off read from the data, not from the text of the source, unless noted: active = inhibition above about 50%; inactive = the rest.

SMILES	SIAH1 antagonists	HIV peptide binding	HEK293 NOD2/NF-kB	Myeloid diff 2	Myeloid diff 2 GFP+ MAC1+ %	KOR beta-arrestin-1	KOR beta-arrestin-2	NOD1 NF-kB reporter	Salmonella PhoP GFP	LYP phosphatase
CCOc1cc(-n2ncc(C#N)c2N)nc(SC)n1	7%	3.5%	14%	i	0.3	6%	-4.5%	-22%	-2%	-6%
S=C(Nc1cccc2ccccc12)NN1CCOCC1	-4%	0.5%	15%	i	1.6	8%	-0.4%	-6%	5%	-11%
Cc1cccc(NC(=S)NNC(=O)c2cc3c(s2)CCC(C)C3)c1C (stereo not drawn)	-11%	5.7%	5%	i	0.3	-40%	4.2%	12%	3%	-4%
CSCCC(=O)N(C)CC1CCN(CCc2cccc(C(F)(F)F)c2)CC1	0%	1.6%	3%	i	0.4	-38%[20 µM]	-0.7%	-25%	1%	-12%
COc1ccccc1NC(=S)NCCC(c1ccccc1)c1ccccc1	0%	-2.3%	-3%	i	0.1	-46%	7.0%	18%	3%	-7%
CCOCCn1c(N2CCCC2)nc2c1c(=O)n(C)c(=O)n2C	1%	-0.2%	3%	i	0.3	24%	-2.9%	-27%	4%	-8%
CC(C)c1nnc(NC(=O)CSc2nc3ccccc3s2)s1	6%	-0.6%	19%	i	1.1	19%	2.3%	7%	-2%	-5%
CCOP(=O)(OCC)C(NC(=O)c1cc([N+](=O)[O-])cc([N+](=O)[O-])c1)C(F)(F)F (stereo not drawn)	16%	-1.3%	-7%	i	0.1	-8%	-3.9%	-22%	-5%	-4%
COc1ccccc1NNC(=O)C(O)(c1ccccc1)c1ccccc1	12%	6.8%	3%	i	1.0	33%	5.6%	-6%	-9%	-2%
O=C(Nc1cccc(S(=O)(=O)N2CCOCC2)c1)c1cn(-c2ccccc2)nc1-c1ccccc1	3%	0.3%	7%	i	0.7	1%	2.3%	-23%	4%	0%
CCOC(=O)c1sc2ncn(C(CC)C(=O)OCC)c(=O)c2c1C (stereo not drawn)	-5%	-1.5%	-2%	i	1.0	16%	-2.2%	11%	-7%	-4%
C=CCN1C(=O)CSc2ccc(C(=O)NCc3ccco3)cc21	-2%	2.2%	5%	i	5.0	11%	0.1%	-28%	11%	-1%
O=C(N/N=C/c1ccccc1OC(=O)c1ccc2c(c1)OCO2)c1ccccc1	8%	-2.1%	-38%	i	0.2	-10%	5.4%	-37%	-17%	-1%
CCOC(=O)C1CCN(C(=O)Nc2ccc(OC(F)(F)F)cc2)CC1	0%	0.3%	3%	i	0.5	28%	2.0%	-9%	-2%	-6%
C/C(=N\NC(=O)c1cc(O)ccc1O)c1cccc(NC(=O)c2ccc(Cl)cc2)c1	4%	41%	-13%	i	0.6	13%	-2.6%	-46%	-2%	-9%
Cc1nnc(-c2cnn(C)c2N)n1Cc1ccc2c(c1)OCO2	1%	1.1%	-10%	i	0.5	-56%[20 µM]	1.6%	-21%	5%	-3%
CCOC(=O)c1c(NC(=O)C[n+]2ccccc2)sc2c1CCCC2	3%	0.3%	-6%	i	1.8	8%[20 µM]	-2.0%	-32%	6%	-4%
COc1ccc(S(=O)(=O)N2CCN(Cc3cc(OC)c(OC)cc3OC)CC2)cc1	6%	-0.8%	23%	i	0.7	31%	-21%	4%	8%	-9%
COc1ccc(C(=O)Cn2nnc(-c3ccccc3NC(=O)c3ccco3)n2)cc1	1%	-3.2%	12%	i	0.5	-26%	0.6%	-54%	12%	-1%
O=c1cc(N2CCN(c3ccccc3F)CC2)[nH]c(=O)n1-c1ccc(Br)cc1	11%	2.6%	21%	i	2.3	-14%	1.1%	-9%	-4%	-4%
CCN1C(=O)[C@H]2[C@@H](c3ccc(C)cc3)N3C(=O)N(c4ccc(OC)cc4)C(=O)[C@@]3(C)[C@H]2C1=O	0%	-0.7%	-7%	i	1.6	-28%[20 µM]	1.2%	5%	-5%	-7%
O=C(c1noc2c1CCc1ccccc1-2)N1CCOCC1	4%	-0.9%	-18%	i	5.8	12%	-4.5%	-28%	-9%	-5%
CCCn1c(=O)c(C(=O)Nc2cccc(C)n2)c(O)c2ccccc21	0%	1.0%	10%	i	0.9	-52%[20 µM]	3.4%	-19%	-6%	-12%
CSc1nc2c(c(=O)[nH]1)C(c1ccc(F)cc1)CC(=O)N2 (stereo not drawn)	4%	1.1%	1%	i	0.3	-2%	0.2%	-25%	5%	2%
S=C(c1ccccc1)N1CCN(C(=S)c2ccccc2)CC1	15%	0.3%	4%	i	0.9	-8%	3.5%	-6%	3%	-3%
COc1ccc(Nc2ncnc3sccc23)cc1OC	-2%	-4.1%	-56%	i	0.2	-12%	2.8%	8%	-2%	-7%
Cn1c(=O)c2c3c(sc2n2c(SCc4ccccc4)nnc12)CCCC3	-3%	-1.4%	14%	x	x	-51%	4.1%	-2%	-6%	-7%
CC(C)OC(=O)c1nnn(-c2nonc2N)c1CN1CCc2ccccc2C1	10%	4.0%	19%	i	1.4	9%	3.7%	15%	-5%	-4%
O=C(CCC(=O)NC12CC3CC(CC(C3)C1)C2)NC1CCCCC1	3%	0.5%	-13%	i	0.6	-1%	-1.2%	-19%	-6%	-7%
COC(=O)c1ccc(NC2c3ncccc3C(=O)N2Cc2cccs2)cc1 (stereo not drawn)	-4%	-1.2%	9%	i	0.4	-6%	-4.8%	-15%	-5%	-7%
C/C(CC(=O)NCc1ccc(Cl)cc1)=N\NC(=O)Cc1ccccc1	1%	1.3%	-6%	i	0.2	-4%	5.7%	-23%	-4%	-2%
NNC(=O)CCCCCCCCCCOCCCCO	-2%	-1.5%	-23%	i	0.3	-13%	5.5%	10%	5%	-8%
CCn1c(=O)c2cc(C(=O)NC(C)C)sc2c2ccccc21	-1%	-1.3%	5%	i	0.5	0%	-1.1%	-5%	-9%	-6%
COc1cc(OC)c(S(=O)(=O)N2CCOCC2)cc1S(=O)(=O)N1CCOCC1	-1%	2.5%	-16%	i	1.6	-4%	0.0%	-42%	-2%	-8%
COc1ccc(C2CC(c3ccccc3)=NN2C(=O)COC(=O)C2(C)CC2(Cl)Cl)cc1 (stereo not drawn)	0%	-0.5%	-4%	i	0.2	8%	-2.2%	-5%	-5%	6%
CCCn1cc(CN2CCC(Cc3ccccc3)(C(=O)OCC)CC2)c(C)n1	2%	-0.9%	-10%	i	0.4	-11%	-3.7%	-30%	-9%	-6%
COc1cc(C#N)ccc1OCC(=O)Nc1cccc(S(=O)(=O)N2CCCC2)c1	-4%	-1.1%	7%	i	0.1	-3%	0.1%	-14%	0%	-7%
Cc1cccc(OCc2nnc(SCC(=O)N3c4ccccc4CC3C)n2C)c1C (stereo not drawn)	-6%	-5.4%	6%	i	1.6	10%	-1.8%	29%	2%	2%
O=C(CSc1nc2ccccc2[nH]1)Nc1ccc(F)cc1	-1%	-0.1%	8%	i	6.2	-33%	10%	-26%	2%	-2%
Cc1cccc(NC(=S)N2CCCCCC2)c1	2%	-1.6%	-6%	i	0.4	7%	-3.6%	-27%	-9%	2%
COc1ccc(-c2nc(N/N=C(\C)c3ccc(O)cc3)c3ccccc3n2)cc1	-1%	-2.3%	20%	i	0.8	-32%	3.9%	-4%	-1%	12%
CCC(=O)c1c[nH]c(C(=O)N2CCN(c3ccccc3)CC2)c1	11%	1.0%	9%	i	0.7	-16%[20 µM]	-2.3%	-25%	12%	-3%
COc1ccc(NC(=O)c2ccccc2N2C(=O)C3C4C=CC(C5CC45)C3C2=O)c(OC)c1 (stereo not drawn)	-2%	-0.6%	-11%	u	x	-5%	1.2%	12%	-7%	-9%
COC(=O)c1ccc(C(=S)N2CCOCC2)cc1	1%	-1.7%	11%	i	0.8	5%	-4.1%	2%	6%	-1%
CCOC(=O)/C=C1\NC(=O)CS1	1%	1.0%	-6%	i	1.2	2%	-0.5%	-29%	-7%	2%
COc1ccc(N2C(=O)C3CCCN3C2c2cccs2)cc1 (stereo not drawn)	1%	-0.6%	-1%	i	2.1	-9%	3.3%	-12%	-4%	-4%
Cc1c(OCC(=O)NC2CC(C)(C)NC(C)(C)C2)ccc2c1oc(=O)c1ccccc12	1%	0.2%	-18%	i	0.7	-19%	7.0%	1%	2%	-15%
CN1CCN(c2ccc(Cl)cc2NC(=O)CCN2C(=O)c3ccccc3C2=O)CC1	-8%	0.4%	8%	i	0.2	-5%	-1.1%	-21%	3%	-15%
Cc1nn(C)c2c(=O)c(=O)c2n(C)[nH]1	5%	0.6%	18%	i	0.4	0%	-2.6%	-2%	-2%	-7%
COc1ncnc2c1sc1nc(-c3ccccc3)c3c(c12)CCCC3	1%	2.1%	-4%	i	0.3	0%	9.4%	42%	7%	2%
O=C(NCc1ccccc1)c1ccc2c(=O)n(CC3CCCO3)c(=S)[nH]c2c1 (stereo not drawn)	5%	-3.2%	23%	i	0.9	-24%	6.2%	8%	-6%	4%
COCCNC(=O)CCCn1c(=O)c2cc(OC)c(OC)cc2n(CC(=O)Nc2ccccc2OC)c1=O	-2%	0.3%	-5%	i	0.3	-22%	6.0%	10%	0%	-10%
O=C1NCCCC1C(=O)N/N=C/c1ccccc1O (stereo not drawn)	4%	2.9%	5%	i	0.1	17%	-2.3%	10%	2%	0%
O=C(Nc1nc2c(c(=O)[nH]1)CCCC2)C1CC1	-6%	19%	4%	i	0.6	-10%	5.2%	-17%	5%	-6%
CCOc1ccc(S(=O)(=O)NC2CCCCCC2)cc1	1%	0.0%	25%	i	0.0	-16%	-0.5%	7%	3%	-5%
O=C(c1ccc2c(c1)N(Cc1ccccc1F)C(=O)c1ccccc1S2(=O)=O)N1CCCC1	-4%	0.7%	5%	i	2.6	10%	-0.4%	-5%	4%	-6%
CC12CN3CC(C)(CN(C1)C3c1ccc(Br)cc1)C2=O (stereo not drawn)	0%	4.4%	12%	i	1.2	-5%	-5.6%	-8%	1%	-4%
N#Cc1nc(-c2ccc(F)cc2)oc1N1CCC(C(N)=O)CC1	1%	-1.4%	-9%	i	0.8	-18%	2.0%	-9%	-1%	-11%

Entries of single compounds from above. Order of screens: SIAH1 antagonists | HIV peptide binding | HEK293 NOD2/NF-kB | Myeloid diff 2 | Myeloid diff 2 GFP+ MAC1+ % | KOR beta-arrestin-1 | KOR beta-arrestin-2 | NOD1 NF-kB reporter | Salmonella PhoP GFP | LYP phosphatase
Entry for `CN1CCN(c2ccc(Cl)cc2NC(=O)CCN2C(=O)c3ccccc3C2=O)CC1` : -8% | 0.4% | 8% | i | 0.2 | -5% | -1.1% | -21% | 3% | -15%
Entry for `N#Cc1nc(-c2ccc(F)cc2)oc1N1CCC(C(N)=O)CC1` : 1% | -1.4% | -9% | i | 0.8 | -18% | 2.0% | -9% | -1% | -11%
Entry for `CC12CN3CC(C)(CN(C1)C3c1ccc(Br)cc1)C2=O` (stereo not drawn) : 0% | 4.4% | 12% | i | 1.2 | -5% | -5.6% | -8% | 1% | -4%

An excerpt; the hit share may differ from the screen's.
